Assay outcomes (PubChem)
Wnt bcat act: Wnt/beta-catenin pathway activators, primary screen, cell-based, plate reader, single point; Wnt/beta-catenin reporter cell assay, activator; activation, % at 9.35 µM; 300,000 compounds, 1.2% hits; AID 743398, 2014; in the data active means activation above about 30%, passing the limit was not always enough; inconclusive means no clear call, values can overlap the other calls;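 further: 0% = neutral control wells and 100% = positive control wells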
PvdQ inh: P. aeruginosa PvdQ acylase inhibitors, primary screen, biochemical, fluorescence, plate reader and imaging, single point | PvdQ acylase [Pseudomonas aeruginosa LESB58] | purified PvdQ acylase | inhibition, % at 10 µM | 340,000 compounds, 0.063% hits | AID 488965, 2010; in the data active means inhibition above about 30%, passing the limit was not always enough; inconclusive means no clear call, values can overlap the other calls;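 further: 0% = vehicle neutral wells and 100% = reference inhibitor wells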
CDK5 inh: inhibitors of human CDK5/p35 kinase, primary screen, biochemical, single concentration; Cyclin-dependent kinase 5 (Homo sapiens) + Cyclin-dependent kinase 5 activator 1 (Homo …; Recombinant CDK5/p35, ADP-Glo luminescence, 60 min; inhibition, % at 10 µM; 330,000 compounds, 0.01% hits; AID 488839, 2010;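 active means highest replicate inhibition of at least 50% and at least 75% of replicates reaching 50%; inconclusive means only one of the two criteria met; inactive means both criteria failed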;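 further: plate controls were DMSO neutral control for no effect and GW8510 at 10 µM for full effect; many of its hits are not listed in these tables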
Rtt109 HAT inh: inhibitors of C. albicans Rtt109/Vps75 HAT, primary screen, biochemical, ThioGlo CoA-SH fluorescence, plate reader | Histone acetyltransferase RTT109 (Candida albicans (strain SC5314 / ATCC MYA-2876)), … | purified Rtt109/Vps75, 4 h | inhibition, % at 34.9 µM | 330,000 compounds, 0.16% hits;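 active means inhibition of at least 50% in every replicate; inconclusive means best replicate reaches 50% inhibition but some replicates fall short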
Target sequence (Q5AAJ8 whole entry, looked up): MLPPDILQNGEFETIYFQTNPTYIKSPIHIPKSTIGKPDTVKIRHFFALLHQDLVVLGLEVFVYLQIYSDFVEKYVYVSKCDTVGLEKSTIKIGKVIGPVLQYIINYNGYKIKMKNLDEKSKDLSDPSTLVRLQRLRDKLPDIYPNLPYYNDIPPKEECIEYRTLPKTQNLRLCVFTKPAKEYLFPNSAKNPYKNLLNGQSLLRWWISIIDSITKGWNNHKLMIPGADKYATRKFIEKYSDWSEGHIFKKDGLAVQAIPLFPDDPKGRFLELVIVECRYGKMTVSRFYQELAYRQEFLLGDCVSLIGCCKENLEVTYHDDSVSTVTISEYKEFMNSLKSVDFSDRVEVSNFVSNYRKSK
HTR5A ag ctr: HTR5A agonists in luminescence cell assay, primary screen, counter-screen for OPRM1-OPRD1 heterodimer agonist project, full-deck HTS | 5-hydroxytryptamine receptor 5A (Homo sapiens), P47898 | cell-based | activation, % at 9.3 µM | 340,000 compounds, 0.61% hits | AID 504692, 2011; in the data active means activation mostly above about 9.5%, no sharp cut-off; inactive means mostly below about 7.6%;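 further: 0% = cells with vehicle only and 100% = reference agonist; strong numbers were not always called active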
Target sequence (P47898 whole entry, looked up): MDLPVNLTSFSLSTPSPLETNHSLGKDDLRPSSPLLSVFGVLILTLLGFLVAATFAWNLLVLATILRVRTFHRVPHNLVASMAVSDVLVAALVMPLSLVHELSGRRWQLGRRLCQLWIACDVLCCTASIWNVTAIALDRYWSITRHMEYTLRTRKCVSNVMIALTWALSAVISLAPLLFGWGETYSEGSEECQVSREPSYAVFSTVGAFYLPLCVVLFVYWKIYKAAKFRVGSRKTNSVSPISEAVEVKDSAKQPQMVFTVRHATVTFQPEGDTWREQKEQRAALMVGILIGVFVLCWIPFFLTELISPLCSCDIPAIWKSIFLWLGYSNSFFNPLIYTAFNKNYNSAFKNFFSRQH
RTF Ca sens act: cardiac RTF calcium sensitivity activators, primary screen, biochemical, IANBD-TnC fluorescence, EC20 calcium | AID 493008, 2010 | 340,000 compounds, 0.24% hits | Troponin I, cardiac muscle (Homo sapiens) + Troponin T, cardiac muscle (Homo sapiens) + … | activation, % at 7.2 µM | IANBD-labeled TnC RTF fluorescence at EC20 calcium; 0% EC20 calcium, 100% full calcium;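 active means activation above the mean over all tested compounds plus 3 SD, cut at about 30% in these data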;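 further: rise in fluorescence read as greater calcium sensitivity of cardiac thin filaments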
SR-BI DiI-HDL act: activators of SR-BI mediated DiI-HDL uptake, primary screen, ldlA[mSR-BI] CHO cells, DiI fluorescence; activation, % at 12.5 µM; 3 h; 100 = double the neutral-control signal; 320,000 compounds, 0.096% hits;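 active means mean replicate activation of at least 60% and every replicate at or above 60%; inconclusive means mean or all-replicate condition met, but not both; inactive means mean below 60% and not all replicates reaching 60%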;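 further: 0% = median plate neutral-control signal and 100% = twice that signal; values of inactives mirror those of a sister screen read the other way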
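Material: SR-BI-overexpressing, LDLR-lacking CHO cells; schedule: compound exposure 3 h, 37 °C; reagent: DiI-labelled HDL at 10 µg/mL final; technique: bottom-read fluorescence, 550/595 nm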
MITF TRPM1 HTS: activators of MITF-driven TRPM1 promoter reporter, primary screen, cell-based, SK-MEL-5, luciferase, single point. SK-MEL-5 TRPM1-promoter luciferase, 24 h; % of positive control, neutral wells = 0. activation, % at 12.5 µM. 300,000 compounds, 0.75% hits;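 active means mean activation of at least 80% with every replicate also reaching 80%; inconclusive means mean reaches 80% but some replicate falls short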;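 further: 0% = neutral control wells and 100% = parthenolide positive control wells; values of inactives mirror those of a sister screen read the other way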
SR-BI HDL uptake: inhibitors of SR-BI mediated HDL lipid uptake, primary screen, ldlA[mSR-BI] cells, fluorescence, single point; Scavenger receptor class B member 1 (Mus musculus), Q61009; ldlA[mSR-BI] CHO cells, DiI-HDL uptake fluorescence, 3 h; 320,000 compounds, 0.96% hits; inhibition, % at 12.5 µM;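 active means mean replicate inhibition of at least 70% and a set share of replicates each scoring 70 or more; inconclusive means meets just one of the two criteria; inactive means fails both criteria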;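 further: 0% = median of neutral control wells and 100% = median of positive control wells; values of inactives mirror those of a sister screen read the other way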
dFosB act: activators of delta FosB homodimer, primary screen, biochemical, fluorescence polarization, TAMRA-CDK5 oligo, single point; 340,000 compounds, 0.99% hits; purified delta FosB; percent of positive-control signal above neutral wells; Protein FosB (Mus musculus), P13346; activation, % at 25 µM; AID 493131, 2011;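 active means mean activation above about 17%, with every replicate also reaching it, limit read from the data, passing the limit was not always enough; inconclusive means only one of the two conditions met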;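 further: fluorescence polarization rise as delta FosB binds a TAMRA Cdk5 AP-1 oligo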
Target sequence (P13346 whole entry, looked up): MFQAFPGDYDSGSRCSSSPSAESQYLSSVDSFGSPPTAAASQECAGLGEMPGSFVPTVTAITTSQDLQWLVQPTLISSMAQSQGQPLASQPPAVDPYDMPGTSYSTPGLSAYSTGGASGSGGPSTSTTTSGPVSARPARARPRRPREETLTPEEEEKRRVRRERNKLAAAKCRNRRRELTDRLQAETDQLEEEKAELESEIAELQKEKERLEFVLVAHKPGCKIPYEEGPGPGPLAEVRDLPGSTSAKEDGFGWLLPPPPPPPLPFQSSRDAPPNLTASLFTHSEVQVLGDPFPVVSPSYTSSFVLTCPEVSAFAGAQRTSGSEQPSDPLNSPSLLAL
* hit, by the source's call; ? = inconclusive; · = not tested or not shown.

SMILES	Wnt bcat act	PvdQ inh	CDK5 inh	Rtt109 HAT inh	HTR5A ag ctr	RTF Ca sens act	SR-BI DiI-HDL act	MITF TRPM1 HTS	SR-BI HDL uptake	dFosB act
O=c1c2c(nc3nc(NCc4ccc(Cl)cc4)[nH]n13)CCC2	-1	-4	0.6	-4	-3	-6	9	-5	-9	-3
CCC(=O)NC(c1ccco1)c1cc(Cl)c2cccnc2c1OC (stereo not drawn)	2	-11	1.7	-1	6	-2	8	11	-8	5
CCNC(=S)SCCOc1ccccc1C	0	8	-0.2	20	-1	8	-3	-12	3	2
Cc1cccc(C)c1NC(=O)CN(C)C(=O)c1ccc2nc[nH]c2c1	-1	0	1.0	-3	0	-7	1	-2	-1	-8
O=C1/C(=C\c2cc(Cl)c(O)c(Cl)c2)SC(=S)N1Cc1ccccc1	-3	10	2.0	-11	2	525*	1	-6	-1	-6
Cc1ccc(NC(=O)CSCC(=O)O)c(C)c1	-13	-5	-0.4	-2	3	9	29	·	-29	4
Cc1ccc(C(=O)N/N=C/c2ccc(S(=O)(=O)O)o2)c(Cl)c1	·	-16	-0.6	0	2	-4	-2	-6	2	2
CN1CCC(OC(=O)c2ccccc2)CC1	-1	-8	-6.6	3	1	-2	14	6	-14	-6
COc1ccc(C(=O)NCC(=O)OCC(=O)c2ccc(Cl)cc2)cc1OC	0	-4	-1.1	-1	1	0	-10	-7	10	-2
CC(C)c1cc(C(=O)Nc2cccc(Cl)c2)no1	·	-1	-0.5	-8	-3	1	7	90*	-7	1
FC(F)(F)c1ccccc1-n1c(-c2cnccn2)n[nH]c1=S	0	-7	0.5	4	0	-7	16	·	-16	-2
O=C(C1COc2ccccc2O1)N1CCCC1 (stereo not drawn)	2	-16	-0.4	1	-5	1	-9	-4	9	3
COCCN(C(=O)COC(=O)c1ccc2[nH]c(C)c(C)c2c1)c1c(N)n(Cc2ccccc2)c(=O)[nH]c1=O	2	-7	0.9	35	-3	-5	-58	2	58	-6
O=C1CSC(=S)N1/N=C/c1ccc(C(F)(F)F)cc1	0	-10	1.2	-1	-1	-1	5	3	-5	-12
O=C(COC(=O)CCc1nc2ccccc2c(=O)[nH]1)Nc1ccc(Cl)cn1	4	-19	0.7	-7	3	-1	·	-12	·	0
CC(=O)c1cccc(NC(=O)CNC(=O)Cc2ccccc2)c1	-2	-12	0.6	-1	0	0	·	-5	·	-4
CCN(CC)CCCNC(=O)c1ccc2c3n(nc2c1)-c1ccc(Cl)cc1CO3	18	-12	2.1	10	2	-2	12	114*	-12	34*
CCC1=C(OC(=O)N(CC)CC)N2C(=O)OC(=NCC3CC3)[C@]2(C)[C@H]2C1=CC[C@H]1C(=O)N(CC(=O)OC)C(=O)[C@H]12	1	0	-0.8	4	3	-4	24	6	-24	-1
O=S(=O)(Cc1ccc(Cl)cc1)NCC1CCCO1 (stereo not drawn)	5	-3	-1.4	14	5	-2	21	0	-21	-2
NC(=O)c1nsc(C(=O)N(Cc2cccnc2)C(C(=O)NC2CCCC2)c2ccc(F)cc2)c1N (stereo not drawn)	2	-3	-1.3	-10	2	-6	·	18	·	2
CCOc1ccc(S(=O)(=O)NCC2CCCO2)c2ccccc12 (stereo not drawn)	0	0	-0.2	-15	-2	5	8	-12	-8	-11
COc1cc(C2C(N3C(=O)c4ccccc4C3=O)C(=O)N2c2ccc(C)c(C)c2)cc(OC)c1OC (stereo not drawn)	-5	-20	-10	2	-4	0	14	-6	-14	2
CN1CCN(CCCNC(=O)c2nnc(Cc3c(F)cccc3Cl)o2)CC1	-3	-3	5.0	-2	4	3	27	-12	-27	-2
CN(C)c1ccc(NC(=O)Cn2c(=O)n(Cc3ccccc3)c(=O)c3ccccc32)cc1	-5	-13	1.3	-1	-3	2	-15	·	15	15
CCN1CCCC1CNC(=O)c1cc(S(N)(=O)=O)ccc1OC (stereo not drawn)	3	-7	-0.2	0	3	3	11	3	-11	-2
O=C(/C=C/c1ccc([N+](=O)[O-])cc1)Nc1ncc([N+](=O)[O-])s1	6	-6	0.6	4	1	0	15	-38	-15	6
C=C(C)Cn1c(Sc2nnc(C)s2)nc2c1c(=O)[nH]c(=O)n2C	0	-16	2.2	-1	0	-2	25	1	-25	3
CCC(C)SCc1nc2ccccc2[nH]1 (stereo not drawn)	·	-14	-2.0	-2	11	1	19	13	-19	-3
CCCn1c(SCC(=O)Nc2cccc(S(=O)(=O)N(C)C)c2)nc2ccccc2c1=O	-2	-8	-0.6	2	0	-3	-41	0	41	-12
CCOC(=O)CN1C(=O)C(O)=C(C(C)=O)C1c1ccc(F)cc1 (stereo not drawn)	-3	-5	0.8	-4	-3	0	5	5	-5	-1
O=C(N[C@@H]1CCC(=O)N(CC[C@H](Sc2ccc(Br)cc2)c2ccccc2)CC1)OCc1ccccc1	-11	-4	2.1	2	7	7	-51	0	51	-3
CCOC(=O)c1cc2c(ccn2C)n1CC(=O)N(C)C	-1	-10	-1.1	-4	4	4	14	-12	-14	-1
O=C(Nc1csc([N+](=O)[O-])c1)Nc1c(Cl)cccc1Cl	-4	10	-1.5	8	4	-1	-8	·	8	-3
O=C1/C(=C\c2ccc(Br)o2)SC(=Nc2ccccc2)N1c1ccccc1	6	-11	-1.5	-5	-3	5	-20	6	20	-9
CN(C)CCn1c(COc2ccccc2)nc2ccccc21	4	11	-1.1	-13	·	-7	8	·	-8	-5
Cc1ccc(S(=O)(=O)NNC(=O)c2csnn2)cc1	0	8	0.5	-2	1	2	8	-5	-8	2
Cn1c(CSCc2ccccc2Cl)n[nH]c1=S	-1	-13	-0.8	-7	4	1	25	-2	-25	-4
Cn1c(=O)c2c(nc(N3CCCCC3)n2CCCNC2=NCCCC2)n(C)c1=O	0	9	0.4	10	5	-2	10	-11	-10	-5
CC(=O)OCC(=O)Nc1ccc(C(C)=O)cc1	·	6	0.2	5	2	1	2	4	-2	-3
O=C(COC(=O)Cc1ccc(S(=O)(=O)N2CCOCC2)s1)Nc1ccccc1	0	-4	-2.9	-4	0	0	-13	-2	13	-8
COC(=O)c1c(C(=O)OC)c(-c2ccc(F)cc2)n2c1CS(=O)(=O)C2	1	-11	1.2	-8	3	8	2	14	-2	2
CCCCn1c(N)c(N(CCOC)C(=O)c2ccc(N3C(=O)CCC3=O)cc2)c(=O)[nH]c1=O	0	-9	-1.0	-4	5	3	16	12	-16	3
COc1ccc(-c2cc(C(F)(F)F)nc(SCC(=O)Nc3cc(C)on3)n2)cc1OC	·	18	4.0	-8	2	-1	-62	20	62	-14
CC(C)c1ccc(N=C(N)N=C(N)N)cc1	-1	6	-0.1	5	0	0	14	4	-14	-1
CCOc1ccc(OCCC(=O)OCC(=O)NNC(=O)c2ccccc2)cc1	-4	8	-0.2	8	0	-4	-5	-6	5	0
Cc1ccc(NC(=O)COC(=O)CCC(=O)c2cccs2)c(Br)c1	1	-1	-0.3	17	-4	-5	20	8	-20	1
CC1CCN(S(=O)(=O)c2ccc(NC(=O)CCNC(=O)c3ccc(Cl)cc3)cc2)CC1	-8	-6	-0.3	-1	3	-6	-5	7	5	3
O=C(CN1CCCC1)Nc1cc(C(F)(F)F)cc(C(F)(F)F)c1	-2	-14	1.1	-3	-1	5	12	0	-12	-7
CCOC(=O)NC(C)N1C(=O)C2C3C=CC(C3)C2C1=O (stereo not drawn)	13	-13	0.7	2	0	4	21	0	-21	3
Cc1ccc(NC(=O)CSC2=NCCN2)cc1	5	-13	-3.0	?	4	10	-58	0	58	3
CCOC(=O)c1ccc(-c2ccc3[nH]c4ccccc4c(=O)c3c2)cc1F	5	-7	-0.9	-7	-9	-4	-21	48	21	8
NNC(=O)CC1NCCN(Cc2ccccc2)C1=O (stereo not drawn)	0	2	0.3	5	-2	-4	-2	-22	2	-3
Cc1ccc(S(=O)(=O)NCc2ccncc2)cc1	·	-1	0.7	-5	-1	7	31	-10	-31	-7
Cc1nc2ccccn2c1-c1ccnn1S(=O)(=O)c1ccc(F)cc1	-1	-10	0.8	-7	-6	-2	-3	-13	3	0
O=C(CSc1nc(-c2cccs2)nc2ccccc12)NC1CCS(=O)(=O)C1 (stereo not drawn)	-8	-12	-2.3	-1	-4	3	1	4	-1	34*
Cc1nnc(-c2ccccc2)o1	3	2	-0.2	-5	1	3	-6	-4	6	-3
O=C(NNC(=S)NCCc1ccccc1)c1ccc(Br)s1	-2	-7	1.4	7	-1	6	18	9	-18	4
CC(=O)c1cccc(Nc2nc(-c3sc(C)nc3C)cs2)c1	4	-3	-0.6	-8	1	-3	-71	4	71*	-13
O=C(NCCC1=CCCCC1)NC1CCCCC1	26	-7	-0.2	3	6	-2	19	40	-19	-2
COc1ccc(/C=C(/NC(=O)c2ccc([N+](=O)[O-])cc2)C(=O)NC(C)(C)C)cc1	-4	-5	-1.4	-7	4	6	4	23	-4	-2

Copied from the list:
Under Wnt bcat act, `O=C1CSC(=S)N1/N=C/c1ccc(C(F)(F)F)cc1` shows 0
Under Wnt bcat act, `COc1ccc(C(=O)NCC(=O)OCC(=O)c2ccc(Cl)cc2)cc1OC` shows 0

Other compounds follow:
SMILES	Wnt bcat act	PvdQ inh	CDK5 inh	Rtt109 HAT inh	HTR5A ag ctr	RTF Ca sens act	SR-BI DiI-HDL act	MITF TRPM1 HTS	SR-BI HDL uptake	dFosB act
O=C(Cc1ccc(F)cc1)OCC(=O)N1CCN(S(=O)(=O)c2ccc(Cl)cc2)CC1	-1	5	1.0	·	1	-3	36	2	-36	-8
CCCCN(C)CCCNC(=O)CN1N=C(c2ccc(Cl)cc2)CCC1=O	-2	-15	1.0	5	-1	-5	10	-4	-10	-5
NC(=O)CC(NC(=O)Cc1cccc2ccccc12)c1ccc(NC2CCCCCCC2)c([N+](=O)[O-])c1 (stereo not drawn)	-2	-2	0.1	-3	1	8	6	15	-6	8
CC1Nc2ccc(C(=O)NC3CCCCC3)cc2NC1=O (stereo not drawn)	-1	-12	-0.5	-2	-4	7	6	15	-6	-4
